MEP2 TOR yeast: modulators of TOR pathway MEP2-GFP in S. cerevisiae | S. cerevisiae MEP2-GFP strain, flow cytometry GFP, 3 h; 100% = DMSO control level | GFP response vs DMSO, % at 10 µM | 330,000 tested, 0.51% active | AID 2016;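 active means GFP response versus DMSO above a set limit, roughly screen mean plus 3 SD, cut at about 180% in these data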;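 further: median GFP fluorescence of the barcode-gated MEP2-GFP cells per well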
proCasp7 act: counter-screen: procaspase-7 (human) activation | P55210 | recombinant procaspase-7, Ac-DEVD-pNA absorbance 405 nm; D23A/D198A/D206A triple mutant, cannot self-cleave; scale: DMSO 0, 5 µM enzyme 100 | activation, % at 8.5 µM | 330,000 tested, 0.093% active;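 active means percent activation above the screen-wide mean plus 3 SD, cut at about 25% in these data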
Target sequence (P55210 whole entry D23A/D198A/D206A): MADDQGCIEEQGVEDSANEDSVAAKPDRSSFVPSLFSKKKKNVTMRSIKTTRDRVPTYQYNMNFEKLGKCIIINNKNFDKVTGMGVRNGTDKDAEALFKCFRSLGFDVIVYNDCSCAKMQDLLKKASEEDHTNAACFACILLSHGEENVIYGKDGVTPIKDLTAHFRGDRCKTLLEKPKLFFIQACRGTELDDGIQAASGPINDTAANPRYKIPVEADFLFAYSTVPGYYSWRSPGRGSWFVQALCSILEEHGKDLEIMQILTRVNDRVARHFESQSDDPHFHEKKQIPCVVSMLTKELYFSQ
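Assay system: Uncleavable procaspase-7 mutant enzyme | Input: 2 µM procaspase-7 mutant as dispensed | Timing: 1 h compound preincubation, 2 h substrate cleavage, 25 °C | Repeats: One well per compound | Control set: DMSO wells as 0%, DMSO with 5 µM added PC-7 as 100% | Technique: Epi-absorbance of released pNA at 405 nm, two timepoints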
proCasp3 act: procaspase-3 (human) activation | P42574 | recombinant procaspase-3 D3A, Ac-DEVD-pNA absorbance 405 nm | activation, % at 8.5 µM | 330,000 tested, 0.11% active | AID 463141;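 active means activation above the mean of all tested compounds plus 3 SD, cut at about 21% in these data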;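 further: 0% = DMSO alone and 100% = DMSO wells spiked with extra 5 µM PC-3 D3A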
Target sequence (P42574 whole entry D9A/D28A/D175A): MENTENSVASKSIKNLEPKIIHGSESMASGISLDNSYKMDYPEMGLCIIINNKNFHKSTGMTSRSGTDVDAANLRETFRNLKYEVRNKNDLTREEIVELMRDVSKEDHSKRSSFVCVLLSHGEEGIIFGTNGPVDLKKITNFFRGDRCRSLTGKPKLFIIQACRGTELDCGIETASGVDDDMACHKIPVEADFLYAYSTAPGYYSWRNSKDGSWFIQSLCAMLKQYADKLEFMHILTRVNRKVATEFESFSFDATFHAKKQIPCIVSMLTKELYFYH
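Assay system: Autoprocessing-dead procaspase-3 D3A mutant enzyme; also added: Ac-DEVD-pNA; doses: one concentration, 8.5 µM nominal, 0.8% DMSO; times: 1 h compound preincubation, 2 h substrate hydrolysis at 25 °C; technique: 405 nm absorbance of p-nitroaniline, reads at 0 and 120 min; measure: % activation between DMSO and enzyme-spiked controls; repeats: single replicate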
RPL19A-GFP yeast: modulators of TOR pathway RPL19A-GFP in S. cerevisiae. S. cerevisiae RPL19A-GFP strain, flow cytometry, 3 h; stronger effect = lower value. percent response vs DMSO, % at 10 µM. 330,000 tested, 0.3% active;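 active means percent response vs DMSO below 50%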;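 further: median channel GFP fluorescence of the barcoded RPL19A-GFP strain; ratio of sample median GFP to plate DMSO average so 100% = DMSO; lower means less RPL19A-GFP as with rapamycin TOR inhibition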
CIT2 TOR yeast: alters CIT2-GFP fluorescence in TOR pathway yeast screen; GFP response vs DMSO, % at 10 µM; S. cerevisiae CIT2-GFP strain, flow cytometry, 3 h; 100 means same as DMSO wells; 320,000 tested, 0.065% active;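 active means GFP response relative to DMSO above a set limit, near the screen mean plus 3 SD, cut at about 150% in these data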;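 further: ratio of well median GFP fluorescence to mean of DMSO wells on the plate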
LAP4 TOR yeast: alters LAP4-GFP fluorescence in TOR pathway yeast screen; S. cerevisiae LAP4-GFP multiplex, flow cytometry GFP, 3 h; median GFP as percent of DMSO wells; 320,000 tested, 0.34% active; GFP response vs DMSO, % at 10 µM;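 active means GFP response vs DMSO above a set limit, about the screen mean plus 3 SD, cut at about 150% in these data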
AGP1 TOR yeast: modulators of TOR pathway AGP1-GFP in S. cerevisiae; GFP response vs DMSO, % at 10 µM; 320,000 tested, 0.02% active; S. cerevisiae AGP1-GFP multiplex flow cytometry, 3 h; GFP as percent of DMSO wells;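 active means GFP response relative to DMSO above a set limit, near screen average plus 3 SD, cut at about 150% in these data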;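 further: median GFP channel fluorescence of the gated AGP1 strain per well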
AHR activator: activates the human aryl hydrocarbon receptor; P35869; AID 2796; AHR-responsive luciferase reporter cells, luminescence; activation, % at 5 µM; 320,000 tested, 2.5% active; in the data active means activation above about 47%;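 further: 0% = vehicle wells and 100% = reference agonist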
* hit, by the source's call; . = not tested or not shown.

Values run as follows: MEP2 TOR yeast	proCasp7 act	proCasp3 act	RPL19A-GFP yeast	CIT2 TOR yeast	LAP4 TOR yeast	AGP1 TOR yeast	AHR activator
Cc1c(Cl)cccc1NC(=O)CSc1nc(=O)n(CCCN2CCOCC2)c2c1CCC2
→ 95	1	-3	94	97	103	99	-3
COc1ccc(OC)c(C2NC(=O)CCC2[N+](=O)[O-])c1 (configuration not stated)
→ 95	9	-2	99	97	90	92	-1
CC(C)Cc1cc(C(=O)Nc2sc3c(c2C#N)CCCC3)no1
→ 96	-17	1	94	100	98	94	2
COc1ccc(C)cc1S(=O)(=O)N(CC(=O)NC1CCCC1)c1ccc(F)cc1
→ 91	11	5	94	101	93	99	0
CN(C(=O)c1ccc(NC(=O)Cc2cccc([N+](=O)[O-])c2)cc1)C1CC1
→ 87	4	2	96	98	98	102	1
CCN(CC)CCCNC(=O)C1CCN(C(=O)c2cc3sccc3n2Cc2ccc(F)cc2)CC1
→ 105	2	10	101	102	98	108	-1
CCN(CC)C(C(=O)Nc1ccc(C(C)C)cc1)c1ccc2c(c1)OCO2 (configuration not stated)
→ 95	1	2	91	82	.	94	8
CCNC(=O)Nc1cc(S(=O)(=O)Nc2ccc(OC)cc2)ccc1N1CCOCC1
→ 102	9	-3	100	93	99	104	-6
CC(C)(C)c1ccccc1NC(=S)NC1CCCC1
→ 93	5	6	99	86	84	86	3
CS(=O)(=O)N1N=C(c2ccco2)CC1c1cccc([N+](=O)[O-])c1 (configuration not stated)
→ 95	-2	8	97	100	105	103	-1
COc1ccc(C(=O)N/C(=C\c2cn(C)c3ccccc23)C(=O)NCCCN2CCOCC2)cc1OC
→ 105	-4	2	98	98	93	100	5
CC(=O)NCCC(=O)N1CCCC(CNC(=O)c2ccc(-c3ccccc3)cc2)C1 (configuration not stated)
→ 100	7	-1	100	94	104	101	1
CCOC(=O)CSc1nnc(-c2ccoc2C)n1-c1ccc(OCC)cc1
→ 104	1	6	102	110	104	108	0
CC[N+]1(C)[C@@H]2CC[C@H]1CC(OC(=O)[C@H]1CCC(C(=O)OC3C[C@H]4CC[C@@H](C3)[N+]4(C)CC)(c3ccccc3)c3ccccc31)C2 (some centres not stated)
→ 97	1	-2	102	90	96	98	-2
COc1cc2c(cc1OC)C(Cc1ccc(O)cc1)NCC2 (configuration not stated)
→ 90	-1	-2	101	80	103	89	1
C/C(CC(=O)Nc1ccc2c(c1)OCO2)=N\NC(=O)c1ccccc1N
→ 92	-8	3	96	94	102	95	24
Cc1ccccc1-n1nnnc1SCC(C)C
→ 102	-1	15	95	92	98	102	1
Cc1ccc(OCCC(=O)OCC(=O)N2CCN(S(=O)(=O)c3ccc(C)cc3C)CC2)cc1
→ 95	5	-7	97	98	102	107	3
Cc1nnc(NC(=O)C2CCCN(c3ncccn3)C2)s1 (configuration not stated)
→ 93	1	9	94	103	90	92	1
CSc1ncccc1C(=O)OCC(=O)c1cc(C)n(CC2CCCO2)c1C (configuration not stated)
→ 98	9	-1	99	98	107	99	-3
COc1ccc(N2CCN(S(=O)(=O)CCNC(=O)c3ccc(Br)o3)CC2)cc1
→ 97	5	5	99	107	103	103	2
Cc1oc(-c2ccccc2F)nc1CN1CCC(C(=O)NCc2cccnc2)CC1
→ 100	4	0	100	110	93	108	0
O=C1N(c2ccccc2)C[C@@H]2C[C@@H](c3cccc4c3OCO4)N3CCC[C@@]123
→ 107	8	8	108	114	96	106	-5
Cc1cccn2c(=O)c(C(=O)NCCCN3CC(C)CC(C)C3)c(O)nc12 (configuration not stated)
→ 99	4	-2	99	101	97	104	-2
CC1(C)Cc2nc3sc(C(=O)NCCCO)c(N)c3cc2CS1
→ 101	8	2	101	86	96	101	22
CCOc1cc(C(N)=O)cc(Br)c1OCc1ccccc1
→ 95	-1	-4	90	89	94	90	18
CCCCOc1ccc(N(CC(=O)NCCOC)C(=O)CCC(=O)Nc2ccccn2)cc1
→ 95	3	2	96	95	98	96	11
COc1ccc(-c2nc3ccccc3c(=O)n2NC(=O)c2cccnc2Cl)cc1OC
→ 92	-2	2	105	110	97	99	0
CCN(CC)C(=O)CSc1nnc(COc2ccccc2)n1N
→ 105	-8	6	104	98	90	97	-1
COCCn1c(SCC(=O)NCc2ccc(F)cc2)nc2ccccc21
→ 108	3	3	103	99	111	101	4

Shown as tab-separated lines: 15 of the compounds above.
SMILES	MEP2 TOR yeast	proCasp7 act	proCasp3 act	RPL19A-GFP yeast	CIT2 TOR yeast	LAP4 TOR yeast	AGP1 TOR yeast	AHR activator
Cc1c(Cl)cccc1NC(=O)CSc1nc(=O)n(CCCN2CCOCC2)c2c1CCC2	95	1	-3	94	97	103	99	-3
COc1ccc(OC)c(C2NC(=O)CCC2[N+](=O)[O-])c1 (configuration not stated)	95	9	-2	99	97	90	92	-1
CC(C)Cc1cc(C(=O)Nc2sc3c(c2C#N)CCCC3)no1	96	-17	1	94	100	98	94	2
COc1ccc(C)cc1S(=O)(=O)N(CC(=O)NC1CCCC1)c1ccc(F)cc1	91	11	5	94	101	93	99	0
CN(C(=O)c1ccc(NC(=O)Cc2cccc([N+](=O)[O-])c2)cc1)C1CC1	87	4	2	96	98	98	102	1
CCN(CC)CCCNC(=O)C1CCN(C(=O)c2cc3sccc3n2Cc2ccc(F)cc2)CC1	105	2	10	101	102	98	108	-1
CCN(CC)C(C(=O)Nc1ccc(C(C)C)cc1)c1ccc2c(c1)OCO2 (configuration not stated)	95	1	2	91	82	.	94	8
CCNC(=O)Nc1cc(S(=O)(=O)Nc2ccc(OC)cc2)ccc1N1CCOCC1	102	9	-3	100	93	99	104	-6
CC(C)(C)c1ccccc1NC(=S)NC1CCCC1	93	5	6	99	86	84	86	3
CS(=O)(=O)N1N=C(c2ccco2)CC1c1cccc([N+](=O)[O-])c1 (configuration not stated)	95	-2	8	97	100	105	103	-1
COc1ccc(C(=O)N/C(=C\c2cn(C)c3ccccc23)C(=O)NCCCN2CCOCC2)cc1OC	105	-4	2	98	98	93	100	5
CC(=O)NCCC(=O)N1CCCC(CNC(=O)c2ccc(-c3ccccc3)cc2)C1 (configuration not stated)	100	7	-1	100	94	104	101	1
CCOC(=O)CSc1nnc(-c2ccoc2C)n1-c1ccc(OCC)cc1	104	1	6	102	110	104	108	0
CC[N+]1(C)[C@@H]2CC[C@H]1CC(OC(=O)[C@H]1CCC(C(=O)OC3C[C@H]4CC[C@@H](C3)[N+]4(C)CC)(c3ccccc3)c3ccccc31)C2 (some centres not stated)	97	1	-2	102	90	96	98	-2
COc1cc2c(cc1OC)C(Cc1ccc(O)cc1)NCC2 (configuration not stated)	90	-1	-2	101	80	103	89	1

Carrying on:
Values run as follows: MEP2 TOR yeast	proCasp7 act	proCasp3 act	RPL19A-GFP yeast	CIT2 TOR yeast	LAP4 TOR yeast	AGP1 TOR yeast	AHR activator
CCCOc1cccc(C2C(C(=O)c3cc4ccccc4o3)=C(O)C(=O)N2c2cc(C)on2)c1 (configuration not stated)
→ 95	-15	-8	103	91	96	94	0
Cc1noc(C)c1CSc1nnc(-c2c[nH]c3ccccc23)n1-c1ccc(Cl)cc1
→ 94	13	-1	99	100	99	.	5
CCOC(=O)c1ccc(NC(=O)CSc2nnc(C)n2-c2ccccc2)cc1
→ 114	11	6	108	103	110	111	-1
N#CCCCSc1ncccc1-c1nc2ccccc2[nH]1
→ 109	1	10	104	101	108	105	4
O=C(COC(=O)c1cc2ccccc2oc1=O)c1cccc([N+](=O)[O-])c1
→ 98	-2	-4	89	97	119	103	4
COc1ccc(-c2nnc3n(CCc4ccccc4)c(=O)c4ccccc4n23)cc1OC
→ 95	-3	3	98	96	90	94	34
CC(NC(=O)COC(=O)c1cccs1)c1ccccc1 (configuration not stated)
→ 102	-6	2	95	87	104	96	-1
Cc1ccc(Cn2c(SCCN3CCCCC3)nc3c2c(=O)[nH]c(=O)n3C)cc1
→ 76	-29	-24	83	90	75	83	1
Cc1cccc(NC(=O)CC2C(=O)NCCN2C(=O)Nc2ccc(Cl)cc2)c1 (configuration not stated)
→ 97	.	.	110	98	71	98	.
Cc1ccc(-c2nnc(N3CCN(C(=O)CN4CCOCC4)CC3)c3ccccc23)cc1
→ 114	-4	0	123	.	137	120	-1
Cc1cc(C)cc(NC(=O)C2C3C=CC4(O3)C2C(=O)N(CCN2CCCCC2)C4C(=O)NC2CCCCC2)c1 (configuration not stated)
→ 99	2	-6	103	101	93	97	-2
Cc1sc2nc(CN3CCOCC3)nc(N3CCC(C(N)=O)CC3)c2c1C
→ 101	-6	6	101	98	90	97	6
O=C(NNC(=O)C1CCC1)c1ccccc1
→ 97	0	-2	94	101	95	98	2
NC(=O)c1cc(NC(=O)c2cc(Br)c(Br)s2)cc(C(N)=O)c1
→ 100	-1	1	94	73	99	104	19
C=CCn1c(COc2ccccc2)nc2ccccc21
→ 100	2	14	99	101	111	100	35
COCCCNC(=O)CC(NS(=O)(=O)c1ccc(F)cc1)c1ccc(OC)cc1 (configuration not stated)
→ 105	0	3	99	98	95	101	0
CC(C)Cn1c(N)c(C(=O)COC(=O)c2ccc(Cl)cc2)c(=O)n(C)c1=O
→ 98	4	0	102	101	108	106	1
Cc1cccc(C2CN(C)CCc3c2cc(O)c(O)c3Cl)c1 (configuration not stated)
→ 97	4	-5	97	86	120	87	1
CC(C)(C)Nc1scc(-c2ccccc2)[n+]1-c1ccccc1
→ 94	0	4	100	99	95	101	1

From PubChem BioAssay
